# Akt phos inh = HTS Assay for Inhibitors of Akt Phophorylation: Primary Screen | Neuro2A IGF-stimulated pAkt S473 HTRF, 20 min; stronger effect = lower value | activity change, % for hits at 50 µM | 360,000 compounds, 0.32% hits | AID 651550, 2012; in the data active means activity change below about -80%; inconclusive means mostly about -51% to -80%; further: on the % scale 0 is the no-effect control and ±100 the full control effect
#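 Neuro2A cells (4,500/well, DMEM with 0.5% FBS) were treated with compound at a single 50 µM final concentration, stimulated with 6 nM IGF for 20 min at 37 °C, and lysed. Phospho-Akt Ser473 was read by HTRF as 665/615 ratio ×10^4.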
# Nrf2 activator = qHTS of Nrf2 Activators; AREc32 ARE-luciferase reporter (MCF7-derived line), luminescence, 24 h; Potency, µM (series often up to 46.1 µM), inactives show top-dose activation, usual class: activators; 410,000 compounds, 0.31% hits; AID 624171, 2012; further: potency means the concentration at half of the fitted maximal effect; % of control where 0% means no effect; nearly all actives have a fitted effect of over 65% in size
#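 Each well held 1000 AREc32 cells, which were incubated with compound for 24 hr at 37 deg C after overnight attachment, and ARE reporter activity was quantified by firefly luciferase luminescence.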
# MmCpn inh = Inhibitors of TCP-1 ring complex (TRiC) of Methanococcus maripaludis (MmCpn): qHTS; Potency, µM (doses to about 76.9 µM), inactives show top-dose activity, negative = inhibition, actives largely listed as inhibitors; AID 504842, 2011; 330,000 compounds, 0.031% hits; Chaperonin Mm-Cpn (Methanococcus maripaludis); purified Mm-Cpn ATPase, ADP Transcreener TR-FRET; further: potency means the concentration at half of the fitted maximal effect; on the % scale 0 is the no-effect control and ±100 the full control effect; nearly all actives have a fitted effect of over 80% in size
#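 TR-FRET (320 nm excitation; 590 and 665 nm emission) reports ADP made from 10 uM ATP by 25 nM enzyme; compounds were preincubated 10 min, reaction run 30 min, both at 37°C.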
# ATXN viability = Viability Counterscreen for Primary qHTS for Inhibitors of ATXN expression; Potency, µM (titrated, usually from 56.7 µM), hits mostly cytotoxic; S2 cells (HEK-293 line with an ATXN2-luciferase reporter) viability, CellTiter-Fluor protease fluorescence, 24 h; 400,000 compounds, 0.49% hits; further: potency means the concentration at half of the fitted maximal effect; nearly all actives have a fitted effect of over 40% in size
# Nrf2 block = Nrf2 qHTS screen for inhibitors; A549 ARE-Fluc reporter, luciferase luminescence, 18-24 h; Potency, µM (highest dose often 46 µM), for the others: at the top dose activity change, negative = inhibition, usual class: inhibitors; 360,000 compounds, 2.1% hits; further: potency means the concentration at half of the fitted maximal effect; on the % scale 0 is the no-effect control and ±100 the full control effect; nearly all actives have a fitted effect of over 60% in size
#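 Concentration-response testing used A549 ARE_Fluc cells at 5000 cells/well. Following an 18-24 h compound incubation, viability was read by fluorescence (Ex 405/Em 525) and luciferase output by luminescence.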
# CCT modulator = High-Throughput Screening for Modulators of Cytosolic Chaperonin Activity; purified chaperonin ATPase assay, HTRF ADP detection, 30 min; activity change, % (test concentration not listed), hits read low; 360,000 compounds, 0.3% hits; AID 651819, 2012; in the data active means activity change below about -30%; further: on the % scale 0 is the no-effect control and ±100 the full control effect
#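 First, chaperonin was dispensed at 40 nM or 20 nM final depending on batch activity. Next, compounds were pinned at 76 uM and ATP added at 10 uM. After 30 min at 37 °C, ADP detection reagents ran 30 min at ambient temperature.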
# A549 viability = Nrf2 qHTS screen for inhibitors: counterscreen for cytotoxicity; 390,000 compounds, 0.16% hits; Potency, µM (series often up to 46 µM), inactives show at the highest dose activity change, negative = cytotoxicity, hits mostly inhibitors; A549 ARE-Fluc cells, CellTiter-Fluor viability, 18-24 h; further: potency means the concentration at half of the fitted maximal effect; on the % scale 0 is the no-effect control and ±100 the full control effect
#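 A549 ARE_Fluc cells in 5% FBS OPTI-MEM were exposed to compounds in concentration-response for 18-24 h at 37 deg C. Viability was read by CellTiter-Fluor fluorescence (Ex 405/Em 525) after 30 min, before the luciferase read.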
# TGFb SMAD3 inh = qHTS for Inhibitors of TGF-b; HepG2 CAGA-GFP TGF-b/SMAD3 reporter, GFP fluorescence, 18 h; TGF-beta stimulated, 500 pg/mL final; Potency, µM (highest dose often 46.1 µM), for inactives: at the highest dose activity, negative = inhibition, hits mostly inhibitors; 410,000 compounds, 1.2% hits; AID 588855, 2011; further: potency means the concentration at half of the fitted maximal effect; on the % scale 0 is the no-effect control and ±100 the full control effect; nearly all actives have a fitted effect of over 65% in size
#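 Using HEPG2 CAGA-GFP reporter cells at 1000 cells/well, we pinned test compounds, stimulated with recombinant TGF-beta (500 pg/mL final) and measured total well GFP after 18 h.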
# HepG2 viability = qHTS for Inhibitors of TGF-b: Cytotox Counterscreen; HepG2 CAGA-GFP viability, ATP luminescence, 18 h; Potency, µM (series often up to 46.1 µM), for the others: at the highest dose activity change, negative = cytotoxicity, hits mostly cytotoxic; 410,000 compounds, 0.76% hits; AID 588856, 2011; further: potency means the concentration at half of the fitted maximal effect; some results filed as inactive show a strong effect at the top dose
#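 HepG2 CAGA-GFP cells (1000/well, DMEM with 1% FBS) received compound, then TGF-beta at 500 pg/mL final, and were incubated 18 hours at 37 degrees C. Viability was read by CellTiter-Glo luminescence. Media-only wells were set as complete cell-killing and DMSO as no toxicity.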
# Starred values were filed as active, the others as inactive; i = inactive; u = inconclusive; x = not tested or not shown; & = joins results of further samples; [ ] = dose if it differs, or a comment. Unless noted, the call rests on the fitted dose curve; in most records, active means well fitted curve in the direction sought with a large enough effect; inconclusive means small, poorly fitted or top-dose-only effect, or another doubt; inactive means no such curve, though single readings can be large; an effect the other way counts as inactive or inconclusive. Outcome played no part in choosing rows (roughly 4.4% active in at least one column).
Molecule	Akt phos inh	Nrf2 activator	MmCpn inh	ATXN viability	Nrf2 block	CCT modulator	A549 viability	TGFb SMAD3 inh	HepG2 viability
COc1ccc(OCCC(=O)N2CCN(C)CC2)cc1	i	-0.4%	2%	i	13%	-0.5	1%	-12%	6%
CCC(CO)NC(=O)c1cc2c(s1)CCC2 (configuration not stated)	i	0.1%	0%	i	1%	1.0	2%	2%	-26%
CC1(C)N=C(c2cccc(F)c2)C(=O)N1	i	0.0%	-1%	i	16%	0.1	5%	21%	-5%
CCCCN(CCCC)c1nn[nH]n1	i	-1.0%	x	i	11%	-1.5	7%	1%	11%
Cc1c(OCC(=O)NCCN2CCOCC2)ccc2c3c(c(=O)oc12)CCC3	i	-0.2%	0%	i	-25%	-2.5	0%	-10%	-5%
Cc1cc(OCc2n[nH]c(=S)n2-c2ccccc2)ccc1Cl	i	-0.2%	-1%	i	-13%	-0.9	0%	-7%	-32%
Cn1c(=O)c2[nH]c(NCC3CCCO3)nc2n(-c2ccccc2)c1=O (configuration not stated)	i	0.1%	1%	i	24%	2.3	12%	-5%	27%
O=C(Nc1nc2c(Br)cc(Br)cc2c(=O)s1)C1CCC1	i	-0.1%	-1%	i	1%	-2.2	2%	-1%	-6%
CCOC(=O)c1sc(NC(=O)CCCn2nc([N+](=O)[O-])cc2C)c(C(=O)OCC)c1C	i	1.3%	-2%	i	-26%	0.0	4%	17%	-24%
COC(=O)C1=C(C(=O)OC)C(c2cc(Br)ccc2O)c2sc(=O)[nH]c2S1 (configuration not stated)	i	19%	2%	i	1%	1.4	-28%	-17%	-3%
O=C1C=CC(=O)N1c1ccc(OC(F)F)cc1	i	0.7%	1%	x	u	0.9	-14%	u	-95%
CC(C)(C)c1ccc(S(=O)(=O)N2CCC(c3nc4ccc(Cl)cc4[nH]3)CC2)cc1	i	4.1%	0%	i	16µM*	-0.9	u	20µM*	-28%
CC(NC(=O)c1ccc(F)cc1)c1ccccc1 (configuration not stated)	i	0.0%	-2%	i	-6%	-4.1	-5%	2%	2%
COc1ccc(CCNC(=O)C/C(C)=N/NC(=O)c2ccc([N+](=O)[O-])cc2Cl)cc1OC	i	1.8%	0%	i	-14%	-0.4	-18%	-9%	24%
CCCn1c(=S)[nH]c2cc(C(=O)N3CCN(c4ccccc4OC)CC3)ccc2c1=O	i	-0.1%	-1%	i	u	-4.2	-1%[1.84 µM]	-28%	-4%
Cc1[nH]c2ccccc2c1/C=C/C(=O)c1ccccc1	i	u	0%	i	30%	1.4	-3%	11%	-16%
CCCCc1cc(=O)oc2cc(C)cc(OC(C)C(=O)NC(Cc3c[nH]c4ccc(O)cc34)C(=O)O)c12 (configuration not stated)	i	0.5%	-5%	i	-4%	0.2	0%	3%	-10%
N#Cc1ccc(NC(=O)COCc2cc(-c3ccco3)on2)cc1	x	u	x	x	u	x	6%	u	-25%
OCc1cnc(SCc2ccc(F)cc2)n1Cc1ccc(F)cc1	x	2.7%	x	i	x	x	13%	u	-24%
CC(=O)NS(=O)(=O)c1ccc(NC(=O)CCC(=O)Oc2ccc(C)cc2)cc1	i	0.6%	-1%	i	7%	-0.4	0%	15%	11%
Cc1ccc(N(CC(=O)NC2CCCC2)C(=O)CNC(=O)c2cccs2)c(C)c1	i	0.8%	-2%	i	2%	-1.0	-4%	-1%	9%
O=C(CC1C(=O)N(c2ccccc2)C(=O)N1Cc1ccco1)Nc1ccccc1 (configuration not stated)	i	-0.6%	1%	i	4%	-4.4	4%	4%	-48%
Cc1ccc(C)c(NC(=O)N2CCC(N3CCN(Cc4ccc(F)cc4)C(=O)C3=O)CC2)c1	x	-0.1%	x	i	x	x	12%	-7%	-15%
O=C(NCC1CCCCC1)c1ccc2nc([C@@H]3O[C@H](CO)[C@@H](O)[C@H]3O)[nH]c2c1	i	0.1%	x	i	x	0.8	x	1%	0%
COc1ccc(-c2cc3c(=O)n(CC(=O)NC4CCN(Cc5ccccc5)CC4)ncn3n2)cc1	i	-0.2%	1%	i	7%	-1.0	-8%	-15%	-6%
CCCCCCn1cc(C(=O)O)c(=O)c2cc(F)c(N3CCN(C)CC3)cc21	i	0.2%	-3%	i	4%	1.7	-1%	-9%	18%
Cc1ccc(S(=O)(=O)N(C)CC(=O)NNC(=O)CCNS(=O)(=O)c2cccc(C)c2)cc1	i	-0.5%	-1%	i	7%	1.3	0%	-14%	-1%
Cc1cccc(C)c1NC(=O)C(=O)c1cn(C)c2ccccc12	i	-0.5%	56µM*	i	-9%	1.1	1%	4%	1%
COc1ccc(CNC(=O)c2c[nH]c3ccccc3c2=O)cc1	i	0.6%	-2%	i	-11%	-2.2	-10%	15%	-6%
COc1ccc(NC(=O)c2cc([N+](=O)[O-])ccc2N2CCCCC2)cc1	i	2.0%	2%	u	u	-1.9	-9%	-3%	-15%
O=c1cc(CN2CCc3ccccc32)c2ccc(O)cc2o1	i	-0.3%	2%	i	13%	0.7	10%	-15%	-24%
COC1=CC(=O)CC(C)C12Oc1c(Cl)c(OC)cc(OC)c1C2=O (configuration not stated)	x	0.3%	1%	i	u	-0.8	-7%	16%	-3%
O=C(c1ccccc1)n1ccc2ccccc21	i	27%	0%	i	u	-3.1	-4%	u	10%
CCCC(=O)Nc1cc2c3c(c1)CC(=O)N3CCC2	i	-0.4%	-3%	i	4%	-0.7	-2%	11%	0%
O=C(c1nc2ccccn2c1CN1CCN(c2ccccc2O)CC1)N1CCCC1	i	0.7%	0%	i	-23%	-0.1	-2%	-7%	-10%
O=C(Cn1nnc(-c2cc(C(F)(F)F)cc(C(F)(F)F)c2)n1)NNC(=S)Nc1ccc(Cl)cc1	i	0.2%	5%	i	10%	-2.1	1%	u	-54%
COc1ccc(N2C(N)=NC(N)=NC23CCCC3)cc1	-106%*	-1.3%	0%	i	x	-0.8	0%	7%	-9%
O=C(Cn1c(=O)sc2ccccc21)NCc1ccco1	i	2.7%	-1%	i	1%	-1.8	1%	0%	3%
Cc1c(C(=O)Nc2cccc(C(F)(F)F)c2)oc2ccc(S(=O)(=O)N(C)C3CCCCC3)cc12	x	0.2%	x	x	x	x	2%	-18%	-23%
CCN(CC)CC(C)CNC(=O)c1cc(-c2ccc(Br)s2)nc2ccccc12 (configuration not stated)	x	7.4%	x	x	3%[9.27 µM]	x	-16%	u	-32%
CCOc1ccccc1N1CC(c2nc3ccccc3n2CCCOc2ccccc2)CC1=O (configuration not stated)	x	-0.4%	x	i	u	x	-16%	3%	-12%
O=C(c1ccco1)N1N=C(c2ccncc2)CC1(O)C(F)(F)F (configuration not stated)	i	3.1%	-1%	i	-4%	1.5	10%	20%	3%
CCN1C(=O)c2cccc3c(NC(=O)C(C)(C)C)ccc1c23	i	0.4%	-2%	i	x	0.2	-2%	2%	-16%
CCn1c(CN2CCCCC2)nc2cc(NC(=O)COc3cc(C)ccc3C(C)C)ccc21	x	-0.6%	x	i	u	x	u	-10%	-7%
Cc1ccc(C(=O)OCC(=O)N2CCc3ccccc32)cc1	i	0.7%	1%	i	22%	1.0	u	1%	-15%
Nc1nc(N2CCN(c3ccccc3)CC2)n[nH]1	i	0.2%	0%	i	1%	-1.2	-1%	-1%	13%
CCCCOc1ccc(N2C(=O)CC(N(O)c3ccccc3)C2=O)cc1 (configuration not stated)	i	7.5%	u	i	6%	-0.6	0%	13%	-11%
O=C(O)C(Oc1ccc(Cl)cc1)c1ccc(Cl)cc1 (configuration not stated)	i	0.2%	x	i	1%	-0.3	-2%	28%	7%
OCCNCCOCCOc1ccccc1-c1ccccc1	i	-0.1%	-1%	i	-2%	0.5	1%	-8%	-8%
Cc1ccc(Nc2c(-c3cccnc3)nc3ccc(Br)cn23)cc1	i	0.0%&-1.2%	-3%	i	1%&4%	1.6	7%&-3%	-1%&-4%	13%&9%
CC(CC(=O)O)CC(=O)Nc1cccc([N+](=O)[O-])c1 (configuration not stated)	i	-0.6%	-26%	i	u	2.9	1%	0%	0%
NC(=O)CC[C@H](NC(=O)c1ccc(F)cc1)C(=O)N1CCN(Cc2ccc3c(c2)OCO3)CC1	i	0.1%	0%	i	5%	-11	-11%	18%	-10%
C[C@@H]1CN([C@H](C)CO)C(=O)CCCn2nncc2CO[C@@H]1CN(C)S(=O)(=O)c1ccc(-n2cccn2)cc1	i	-1.0%	x	i	x	-0.2	x	-22%	4%
COc1ccc([C@@H]2C[C@H]3CN(Cc4ccccc4OC)C(=O)[C@]34CCCN24)cc1C	i	0.3%	0%	u	-21%	-1.1	-21%	-27%	-40%
CCOC(=O)/C(C#N)=C/c1cccc([N+](=O)[O-])c1	i	0.1%	-2%	i	-15%	0.3	3%	2%	-16%
CC(Oc1ccc(Cl)cc1Cl)C(=O)Nc1cccnc1 (configuration not stated)	-112%*	5.0%	3%	i	u	-1.4	3%	3%	-4%

# An excerpt from above in order of molecular weight, low to high:
Molecule	Akt phos inh	Nrf2 activator	MmCpn inh	ATXN viability	Nrf2 block	CCT modulator	A549 viability	TGFb SMAD3 inh	HepG2 viability
O=C(O)C(Oc1ccc(Cl)cc1)c1ccc(Cl)cc1 (configuration not stated)	i	0.2%	x	i	1%	-0.3	-2%	28%	7%
OCCNCCOCCOc1ccccc1-c1ccccc1	i	-0.1%	-1%	i	-2%	0.5	1%	-8%	-8%
CCCCOc1ccc(N2C(=O)CC(N(O)c3ccccc3)C2=O)cc1 (configuration not stated)	i	7.5%	u	i	6%	-0.6	0%	13%	-11%

# Screening results from PubChem BioAssay.
